ADAM17 inh: ADAM17 inhibitors, primary screen, biochemical, QFRET. Disintegrin and metalloproteinase domain-containing protein 17 (Homo sapiens), P78536. recombinant ADAM17, EDANS/DABCYL FRET peptide cleavage. inhibition, % at 6.95 µM. actives 0.83% (n = 370,000);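 active means inhibition above the mean of compounds lying between control limits plus 3 SD, set per campaign, cut at about 8.5% in these data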;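 further: 0% = DMSO-only wells as the low control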
DDE Tn7 FP inh: inhibitors of Tn7 peptide binding to fibrin DD(E), primary screen, biochemical, fluorescence polarization, human fibrin, Tn7 probe; actives 0.13% (n = 370,000); inhibition, % at 8.3 µM; AID 720508, 2013; FP displacement of FITC-Tn7 peptide from fibrin DD(E); 0% = median of compound wells per plate; Fibrinogen beta chain (Homo sapiens), P02675;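 active means inhibition above the mean of compounds falling within the control limits plus 3 SD of them, cut at about 14% in these data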;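 further: 0% = plate median of compound wells and 100% = 10 µM Aha-Tn7 peptide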
Target sequence (P02675 whole entry, looked up): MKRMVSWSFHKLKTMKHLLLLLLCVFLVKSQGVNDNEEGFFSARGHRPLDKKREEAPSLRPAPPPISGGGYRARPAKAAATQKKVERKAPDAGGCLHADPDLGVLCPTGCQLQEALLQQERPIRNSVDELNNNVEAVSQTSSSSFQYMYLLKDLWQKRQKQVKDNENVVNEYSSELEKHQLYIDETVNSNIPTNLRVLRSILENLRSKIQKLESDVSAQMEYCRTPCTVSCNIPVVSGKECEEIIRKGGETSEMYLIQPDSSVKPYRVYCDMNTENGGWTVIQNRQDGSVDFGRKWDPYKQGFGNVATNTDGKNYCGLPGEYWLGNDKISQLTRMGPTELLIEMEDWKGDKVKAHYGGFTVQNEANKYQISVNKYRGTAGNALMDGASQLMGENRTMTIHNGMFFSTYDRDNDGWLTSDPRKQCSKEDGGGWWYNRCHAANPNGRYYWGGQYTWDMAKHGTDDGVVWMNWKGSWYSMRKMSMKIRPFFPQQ
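Assay system: human fibrin DD(E) protein / Input: 2 µM fibrin DD(E) / Benchmarks: high control of 10 µM Aha-Tn7 peptide / Measured by: fluorescence polarization of the labelled Tn7 tracer / Medium: Tris buffer with calcium and detergent, pH 7.8 / Timing: 10 min compound pre-incubation, 3 h probe incubation at room temperature / Repeats: one replicate per compound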
PLC-beta3 inh: human PLC-beta3 inhibitors, primary screen, biochemical, fluorescence; 1-phosphatidylinositol 4,5-bisphosphate phosphodiesterase beta-3 (Homo sapiens), Q01970; Purified PLC-beta3, fluorogenic substrate; inhibition, % at 12.2 µM; actives 0.18% (n = 370,000); AID 720704, 2013; in the data active means inhibition above about 11%;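 further: 0% = median of compound wells on plate and 100% = full blocker control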
MBD2 DNA inh: inhibitors of MBD2 binding to methylated DNA, primary screen, biochemical, TR-FRET, DNA-binding domain, human. actives 0.31% (n = 370,000). MBD2 binding to methylated oligonucleotide. AID 686964, 2013. inhibition, % at 4.4 µM; in the data active means inhibition above about 13%
PLCg1 inh: PLC-gamma1 enzyme inhibitors, primary screen, biochemical, fluorescence, purified enzyme; fluorogenic substrate; inhibition, % at 12.2 µM; 1-phosphatidylinositol 4,5-bisphosphate phosphodiesterase gamma-1 (Homo sapiens), P19174; actives 0.84% (n = 370,000); AID 720700, 2013; in the data active means inhibition above about 9.5%
UHRF1 binding: UHRF1 methylated DNA binding inhibitors, primary screen, counter-screen for MBD2 inhibitor project, biochemical, TR-FRET, human UHRF1, single concentration; E3 ubiquitin-protein ligase UHRF1 (Homo sapiens), Q96T88; UHRF1 binding to methylated oligo; inhibition, % at 4.4 µM; actives 0.75% (n = 370,000); AID 687016, 2013; in the data active means inhibition above about 21%;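 further: UHRF1 SRA domain binding a hemimethylated CpG hairpin DNA probe; 0% = median of test compound wells and 100% = reference inhibitor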
KLK7 zymogen act: proKLK7 zymogen activators, primary screen, biochemical, fluorescence intensity; Kallikrein-7 (Homo sapiens), P49862; purified proKLK7, EDANS-DABCYL substrate fluorescence; 100% is mature enzyme control, 0% vehicle; activation, % at 7 µM; actives 0.9% (n = 370,000);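 active means activation above the mean of all tested compounds plus 3 SD, computed per campaign excluding outliers beyond control limits, cut at about 13% in these data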
Target sequence (P49862 whole entry, looked up): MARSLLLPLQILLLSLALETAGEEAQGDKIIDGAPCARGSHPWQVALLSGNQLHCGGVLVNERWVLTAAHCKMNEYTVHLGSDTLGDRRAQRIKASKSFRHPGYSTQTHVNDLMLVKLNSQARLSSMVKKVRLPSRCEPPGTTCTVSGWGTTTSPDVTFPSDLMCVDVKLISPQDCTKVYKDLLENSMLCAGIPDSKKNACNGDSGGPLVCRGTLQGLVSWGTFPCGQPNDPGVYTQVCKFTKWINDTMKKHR
DDE Tn6 FP inh: inhibitors of Tn6 peptide binding to fibrin DD(E), primary screen, biochemical, fluorescence polarization, human fibrin, Tn6 probe. Fibrinogen beta chain (Homo sapiens), P02675. Fibrin DD(E) TRITC-Tn6 fluorescence polarization displacement. inhibition, % at 8.3 µM. actives 0.21% (n = 370,000). AID 720509, 2013;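 active means inhibition above a per-campaign cutoff: mean of compounds within control limits plus 3 SD, cut at about 15% in these data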;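 further: 0% = median of all compound wells on the plate and 100% = blocking peptide control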
ASAP1 inh: inhibitors of human ASAP1 ArfGAP activity, primary screen, biochemical, fluorescence polarization. actives 0.19% (n = 360,000). Arf-GAP with SH3 domain, ANK repeat and PH domain-containing protein 1 (Homo sapiens), …. inhibition, % at 16.5 µM. ASAP1-stimulated ARF1 GTP hydrolysis, GDP FP detection; in the data active means inhibition above about 25%;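 further: 0% = vehicle with enzyme and substrate and 100% = no enzyme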
ARFGAP1 inh: inhibitors of rat ARFGAP1 GAP activity, primary screen, biochemical, fluorescence polarization, GDP tracer. actives 0.26% (n = 360,000). ADP-ribosylation factor GTPase-activating protein 1 (Rattus norvegicus), Q62848. Arfgap1-stimulated ARF1 GTP hydrolysis, GDP FP detection. inhibition, % at 16.5 µM;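 active means inhibition above a per-plate limit, mean inhibition of low control wells plus 3 SD, cut at about 25% in these data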;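 further: 0% = DMSO wells with enzyme and 100% = wells lacking Arfgap1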
Target sequence (Q62848 1-136 limits assumed): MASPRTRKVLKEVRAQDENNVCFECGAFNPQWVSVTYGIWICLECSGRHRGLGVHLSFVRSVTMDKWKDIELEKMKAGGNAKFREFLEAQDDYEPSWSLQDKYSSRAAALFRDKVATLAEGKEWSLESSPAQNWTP
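Repeats: one replicate per compound; assay system: rat Arfgap1 catalytic domain, aa 1-136; times: enzyme reaction 120 min at 25 °C after 20 min preincubation; detection: FP of antibody-bound GDP Alexa 633 tracer, ex 620/em 688 nm; benchmarks: high control wells lacking Arfgap1, low control full reaction with DMSO; reagent: human ARF1(Δ1-17)-GTP substrate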
* marks the source's active call; other numbers are inactive results.

`O=C(NCC1COc2ccccc2O1)c1ccc(Cl)c(S(=O)(=O)N2CCOCC2)c1` (stereo not given) gave ADAM17 inh -1, DDE Tn7 FP inh 1, PLC-beta3 inh -4, MBD2 DNA inh 1, PLCg1 inh -2, UHRF1 binding -2, KLK7 zymogen act 0.0, DDE Tn6 FP inh 3, ASAP1 inh 9 and ARFGAP1 inh -8.
For O=C(CCCC(=O)N(CC(=O)NC1CCCC1)Cc1ccc2c(c1)OCO2)Nc1ccccn1 the results were ADAM17 inh 1, DDE Tn7 FP inh 4, PLC-beta3 inh 2, MBD2 DNA inh 3, PLCg1 inh 2, UHRF1 binding 2, KLK7 zymogen act 0.0, DDE Tn6 FP inh 0, ASAP1 inh 17 and ARFGAP1 inh -9.
Screening COc1cccc(CN(C)C(=O)C23CC4CC(CC(C4)C2)C3)c1 returned ADAM17 inh -2, DDE Tn7 FP inh 7, PLC-beta3 inh -6, MBD2 DNA inh 3, PLCg1 inh 0, UHRF1 binding 0, KLK7 zymogen act -0.4, DDE Tn6 FP inh 8, ASAP1 inh 2 and ARFGAP1 inh -3.
`CCCN(CCC)S(=O)(=O)c1ccc(C(=O)Nc2nc3c(s2)CCc2ccccc2-3)cc1` gave ADAM17 inh 0, DDE Tn7 FP inh 3, PLC-beta3 inh -7, MBD2 DNA inh 1, PLCg1 inh -7, UHRF1 binding 2, KLK7 zymogen act -3.5, DDE Tn6 FP inh 1, ASAP1 inh -7 and ARFGAP1 inh -4.
`O=C(C(=O)N1CCN(S(=O)(=O)c2ccccc2)CC1)c1cccc(C(F)(F)F)c1` gave ADAM17 inh 3, DDE Tn7 FP inh -10, PLC-beta3 inh -5, MBD2 DNA inh -5, PLCg1 inh 2, UHRF1 binding 1, KLK7 zymogen act 0.2, DDE Tn6 FP inh 0, ASAP1 inh -10 and ARFGAP1 inh 8.
CCN(CC)S(=O)(=O)c1ccc2nc(NC(=O)c3cccs3)sc2c1 was read as ADAM17 inh -3, DDE Tn7 FP inh 4, PLC-beta3 inh -154, MBD2 DNA inh -3, PLCg1 inh -135, UHRF1 binding -1, KLK7 zymogen act -0.2, DDE Tn6 FP inh -3, ASAP1 inh 11 and ARFGAP1 inh 15.
Screening Cc1cc(N2CCN(S(=O)(=O)c3ccc4ccccc4c3)CC2)n2ncnc2n1 returned ADAM17 inh -1, DDE Tn7 FP inh -6, PLC-beta3 inh -5, MBD2 DNA inh -4, PLCg1 inh 1, UHRF1 binding 0, KLK7 zymogen act 0.6, DDE Tn6 FP inh -2, ASAP1 inh -2 and ARFGAP1 inh 1.
Screening COc1cc(NS(=O)(=O)c2ccc(NC(=O)NC3CCCCC3)cc2)nc(OC)n1 returned ADAM17 inh 6, DDE Tn7 FP inh 2, PLC-beta3 inh 3, MBD2 DNA inh -2, PLCg1 inh 10*, UHRF1 binding 2, KLK7 zymogen act 0.1, DDE Tn6 FP inh -12, ASAP1 inh -3 and ARFGAP1 inh -2.
Screening CN(CC(=O)N1CCN(c2ccccc2)CC1)S(=O)(=O)c1cnc[nH]1 returned ADAM17 inh -8, DDE Tn7 FP inh -7, PLC-beta3 inh 2, MBD2 DNA inh -2, PLCg1 inh 3, UHRF1 binding 29*, KLK7 zymogen act 0.8, DDE Tn6 FP inh -5, ASAP1 inh 4 and ARFGAP1 inh 12.
Screening COc1ccccc1-c1cn(CC[C@H]2CC[C@@H](NS(=O)(=O)c3ccccc3C)[C@@H](CO)O2)nn1 returned ADAM17 inh -4, DDE Tn7 FP inh -1, PLC-beta3 inh -4, MBD2 DNA inh 5, PLCg1 inh 0, UHRF1 binding 2, KLK7 zymogen act 0.0, DDE Tn6 FP inh -4, ASAP1 inh 12 and ARFGAP1 inh 12.
`CCOC(=O)C1(CCc2ccccc2)CCN(C(=O)[C@@H]2C[C@@H](C)NC(=S)N2)CC1` gave ADAM17 inh -3, DDE Tn7 FP inh 3, PLC-beta3 inh 0, MBD2 DNA inh 8, PLCg1 inh 0, UHRF1 binding -1, KLK7 zymogen act -0.3, DDE Tn6 FP inh 8, ASAP1 inh -1 and ARFGAP1 inh 5.
CC1CC(C)CN(C(=O)Cn2c(=O)n(CCCCC(=O)NCc3ccco3)c(=O)c3ccccc32)C1 (stereo not given) was read as ADAM17 inh 0, DDE Tn7 FP inh 2, PLC-beta3 inh 1, MBD2 DNA inh -3, PLCg1 inh 2, UHRF1 binding -1, KLK7 zymogen act 0.7, DDE Tn6 FP inh 1, ASAP1 inh 1 and ARFGAP1 inh 2.
COc1ccccc1C(=O)NN1C(=O)C2C3C=CC(O3)C2C1=O (stereo not given) was read as ADAM17 inh -2, DDE Tn7 FP inh 1, PLC-beta3 inh 2, MBD2 DNA inh -7, PLCg1 inh 2, UHRF1 binding 1, KLK7 zymogen act -0.2, DDE Tn6 FP inh 3, ASAP1 inh -19 and ARFGAP1 inh -6.
O=C(Nc1nc2c(ccc3ccccc32)s1)c1ccco1 was read as ADAM17 inh -12, DDE Tn7 FP inh -10, PLC-beta3 inh -249, MBD2 DNA inh 1, PLCg1 inh -195, UHRF1 binding -3, KLK7 zymogen act 2.2, DDE Tn6 FP inh -7, ASAP1 inh 0 and ARFGAP1 inh 9.
O=C(NCCNC(=O)c1ccc(Br)o1)c1cccnc1 was read as ADAM17 inh -3, DDE Tn7 FP inh 1, PLC-beta3 inh -9, MBD2 DNA inh 3, PLCg1 inh 2, UHRF1 binding 2, KLK7 zymogen act 0.2, DDE Tn6 FP inh -2, ASAP1 inh 6 and ARFGAP1 inh 1.
CCN(CC)c1ccc(C(=S)NCc2ccccc2)cc1 was read as ADAM17 inh -4, DDE Tn7 FP inh 10, PLC-beta3 inh -4, MBD2 DNA inh 7, PLCg1 inh 7, UHRF1 binding 6, KLK7 zymogen act 0.1, DDE Tn6 FP inh 3, ASAP1 inh 3 and ARFGAP1 inh 16.
O=C(CC1SC(N2CCOCC2)=NC1=O)Nc1cccc(C(F)(F)F)c1 (stereo not given) was read as ADAM17 inh -2, DDE Tn7 FP inh 1, PLC-beta3 inh -1, MBD2 DNA inh -1, PLCg1 inh -6, UHRF1 binding 0, KLK7 zymogen act 0.5, DDE Tn6 FP inh -2, ASAP1 inh -2 and ARFGAP1 inh 3.
For COC/C=C/C1=CC2=CC(=O)C(C)(OC(=O)c3cnc4ccccc4n3)C(=O)C2=CN1Cc1ccco1 (stereo not given) the results were ADAM17 inh 0, DDE Tn7 FP inh -2, PLC-beta3 inh -12, MBD2 DNA inh -6, PLCg1 inh -9, UHRF1 binding 1, KLK7 zymogen act 1.2, DDE Tn6 FP inh 3, ASAP1 inh 10 and ARFGAP1 inh -3.
COc1cc(/C=N/NC(=O)C(NC(=O)c2ccccc2)c2n[nH]c(=O)c3ccccc23)ccc1OCC(N)=O (stereo not given) was read as ADAM17 inh 6, DDE Tn7 FP inh -3, PLC-beta3 inh -11, MBD2 DNA inh 1, PLCg1 inh -2, UHRF1 binding 0, KLK7 zymogen act 0.6, DDE Tn6 FP inh -10, ASAP1 inh -13 and ARFGAP1 inh 4.
CCOc1cc2c(Cl)ncnc2c(OCC)c1OCC was read as ADAM17 inh -6, DDE Tn7 FP inh -2, PLC-beta3 inh -7, MBD2 DNA inh 5, PLCg1 inh -17, UHRF1 binding 4, KLK7 zymogen act -0.2, DDE Tn6 FP inh 1, ASAP1 inh -4 and ARFGAP1 inh -1.
COC(=O)N(C)C[C@@H]1OCc2cn(nn2)CCCC(=O)N([C@H](C)CO)C[C@H]1C was read as ADAM17 inh -1, DDE Tn7 FP inh -1, PLC-beta3 inh 0, MBD2 DNA inh 4, PLCg1 inh 0, UHRF1 binding 3, KLK7 zymogen act -0.7, DDE Tn6 FP inh 8, ASAP1 inh 16 and ARFGAP1 inh 0.
Screening N=C(N)SCc1ccccn1 returned ADAM17 inh -2, DDE Tn7 FP inh 2, PLC-beta3 inh -3, MBD2 DNA inh 2, PLCg1 inh 1, UHRF1 binding 0, KLK7 zymogen act 0.2, DDE Tn6 FP inh -10, ASAP1 inh -2 and ARFGAP1 inh -20.
`CS(=O)(=O)c1ccc(NCCc2ccc(S(N)(=O)=O)cc2)c([N+](=O)[O-])c1` gave ADAM17 inh -2, DDE Tn7 FP inh 1, PLC-beta3 inh -24, MBD2 DNA inh -1, PLCg1 inh -3, UHRF1 binding -2, KLK7 zymogen act -0.8, DDE Tn6 FP inh -3, ASAP1 inh 7 and ARFGAP1 inh 22.
`O=C(NC1CCN(C(=O)NCc2ccccc2)CC1)c1ccc(F)cc1` gave ADAM17 inh -1, DDE Tn7 FP inh -1, PLC-beta3 inh -1, MBD2 DNA inh 1, PLCg1 inh -2, UHRF1 binding 1, KLK7 zymogen act -0.1, DDE Tn6 FP inh -4, ASAP1 inh -3 and ARFGAP1 inh 6.
